Compound activity (PubChem)
TCR activator – activators of T cell receptors | primary human leukocytes, anti-CD3, IL-2 HTRF, 48 h | Potency, µM (highest dose often 9.22 µM), for inactives: at the top dose activation of IL-2 secretion, hits mostly activators | 330,000 tested, under 10 active; further: % of control where 0% means no effect
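IL-2 produced over 48 hr by a-CD3 bead-stimulated primary human leukocytes exposed to compounds was detected with a homogeneous time-resolved FRET immunoassay, 665nm acceptor signal after 320nm excitation.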
MBNL1-CUG inh – inhibitors of human MBNL1 binding to CUG repeat RNA. Q9NR56. TR-FRET MBNL1-His/biotin-(CUG)12 binding, 665/545 ratio. Potency, µM (top dose mostly 57.5 µM), for the others: at the highest dose activity change, negative = inhibition, hits mostly inhibitors. 280,000 compounds, 0.036% hits. AID 2675; active means well fitted inhibition curve with a large enough effect in the signal ratio, with a control signal flat, not every such curve was filed as active; inconclusive means small, poorly fitted or top-dose-only effect, or effect the other way, or a change in a side signal; inactive means no such curve, though single readings can be large or run the other way; the % refers to the signal ratio; further: potency means the concentration at half of the fitted maximal effect; on the % scale 0 is the no-effect control and ±100 the full control effect
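Compound titration spanned 92 nM–58 uM against the MBNL1-His/biotin-(CUG)12 complex. After 60 min at room temperature with 5 nM streptavidin-XL665 and 0.055 ng/ul terbium anti-His, ratiometric 665/545 nm emission (Ex 340 nm) normalized to controls.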
a7 integrin act – activators of alpha7 integrin expression for muscular dystrophy | alpha7betagal myoblasts, beta-gal FDG fluorescence, 48 h | Potency, µM (top dose mostly 38.3 µM), inactives show at the highest dose activation, most hits filed as activators | AID 624291 | 350,000 compounds, 0.064% hits;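 further: potency means the concentration at half of the fitted maximal effect; 100% = response of the positive control SU9516; nearly all actives have a fitted effect of over 60% in size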
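alpha7betagal+/- myoblasts (passage 13, 250/well) treated 48 h at 37C with compounds at 1:260 dilution of DMSO stock. Lysed, then beta-galactosidase activity read as FDG fluorescence (ex 480/em 540) after 30 min, with pre-read for autofluorescence.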
TSHR antag – human thyrotropin receptor antagonism; TSHR-expressing cells, TSH-stimulated cAMP HTRF, 2 h; stronger effect = lower value; activity change, negative = inhibition, % at 11.5 µM; 330,000 compounds, 0.2% hits; AID 504810;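 active means activity change below a set negative limit, meaning inhibition stronger than a set level, cut at about -70% in these data; inconclusive means activity change between two set negative limits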; further: on the % scale 0 is the no-effect control and ±100 the full control effect
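Read-out is FRET at 665 nm (cryptate excitation 337 nm) from a cryptate-tagged anti-cAMP antibody, competed by cell cAMP against cAMP-d2. Compounds are tested on freshly harvested TSHR cells challenged with 4nM TSH (EC80) for 2 hours at 37 deg C.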
A-T KAP1 phos – potential ataxia-telangiectasia treatment; AID 485349; […] A-T fibroblasts, KAP-1 phosphorylation AlphaLISA; neocarzinostatin DNA damage 30 min before lysis; Potency, µM (titrated, usually from 57.5 µM), without a hit: at the highest dose activation, usual class: activators; 320,000 compounds, 0.19% hits; further: potency means the concentration at half of the fitted maximal effect; % of control where 0% means no effect; nearly all actives have a fitted effect of over 45% in size
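hTERT-immortalized A-T patient fibroblasts ([…]), 500 cells/well in OPTI-MEM, 1% FBS, got compounds for 60 min, then NCS for 30 min at 37C. Lysates were then assayed for phospho-KAP-1 by AlphaLISA (anti-pKAP1 donor, anti-KAP1 acceptor beads), 6 hr at 25C.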
PTAP TSG101 blk – blocks PTAP/TSG101 interaction to inhibit HIV-1 budding; Q99816; Fluorescence polarization, FITC-PTAP peptide / Tsg101 binding; Potency, µM (highest dose often 115 µM), for inactives: top-dose activity change, negative = inhibition, usual class: inhibitors; 340,000 tested, under 10 active; active means well fitted inhibition curve with a large enough effect in the main read-out, with a control signal flat, not every such curve was filed as active; inconclusive means small, poorly fitted or top-dose-only effect, or effect the other way, or a change in a side signal; inactive means no such curve, though single readings can be large or run the other way; further: potency means the concentration at half of the fitted maximal effect; % of control where 0% means no effect
Target sequence (Q99816 whole entry, looked up): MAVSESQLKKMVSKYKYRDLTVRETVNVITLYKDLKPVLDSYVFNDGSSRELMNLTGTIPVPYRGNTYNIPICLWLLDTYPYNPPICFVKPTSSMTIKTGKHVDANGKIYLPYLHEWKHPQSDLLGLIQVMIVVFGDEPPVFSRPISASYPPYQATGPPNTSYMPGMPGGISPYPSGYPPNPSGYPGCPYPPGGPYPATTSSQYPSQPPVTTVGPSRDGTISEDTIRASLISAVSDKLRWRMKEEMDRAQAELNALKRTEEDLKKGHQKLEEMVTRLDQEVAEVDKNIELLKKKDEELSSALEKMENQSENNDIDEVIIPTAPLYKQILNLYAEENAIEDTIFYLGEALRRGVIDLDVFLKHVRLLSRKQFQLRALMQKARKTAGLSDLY
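Fluorescence polarization binding of Tsg101 binding domain (10 uM final) to FITC-labeled PTAP peptide (50 nM final) in HEPES pH 7.5 buffer with NaCl, Tween 20, EDTA, TCEP. Compounds added before peptide; binding 20 min at RT.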
ASM inhibitor – human S-ASM enzyme inhibition; P17405; placental ASM, HMU-PC fluorogenic substrate, 60 min; Potency, µM (series often up to 57.5 µM), without a hit: at the highest dose activity change, negative = inhibition, hits mostly inhibitors; 340,000 compounds, 0.006% hits; AID 504937; further: potency means the concentration at half of the fitted maximal effect
Target sequence (P17405 47-631 limits assumed): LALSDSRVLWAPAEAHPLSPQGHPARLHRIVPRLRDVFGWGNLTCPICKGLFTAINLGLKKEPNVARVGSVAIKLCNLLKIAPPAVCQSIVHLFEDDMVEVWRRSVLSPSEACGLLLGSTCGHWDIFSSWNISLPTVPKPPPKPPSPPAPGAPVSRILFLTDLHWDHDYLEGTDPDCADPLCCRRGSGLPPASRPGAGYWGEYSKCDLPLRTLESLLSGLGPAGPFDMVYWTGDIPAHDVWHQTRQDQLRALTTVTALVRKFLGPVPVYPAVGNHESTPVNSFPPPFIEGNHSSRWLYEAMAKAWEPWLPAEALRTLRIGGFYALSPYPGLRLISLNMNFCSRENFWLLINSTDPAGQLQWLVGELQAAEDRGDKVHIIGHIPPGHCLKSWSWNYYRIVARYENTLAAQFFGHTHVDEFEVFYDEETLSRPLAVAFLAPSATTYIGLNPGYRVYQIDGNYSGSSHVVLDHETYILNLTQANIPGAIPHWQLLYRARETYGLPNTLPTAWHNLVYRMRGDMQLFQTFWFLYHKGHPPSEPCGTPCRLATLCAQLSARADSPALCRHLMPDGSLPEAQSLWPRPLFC
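Human placenta-derived ASM enzyme was preincubated with compound for 10 minutes at room temperature, then given fluorogenic substrate HMU-PC0 (9 uM final) for 60 minutes at 37 °C; a pH 10 stop preceded fluorescence reading at Ex 386/Em 447 nm.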
Mito fusion yeast – inhibitors of mitochondrial division or activators of mitochondrial fusion; Potency, µM (top dose mostly 46.1 µM), for the others: at the top dose growth rescue (activation), actives largely listed as activators; AID 485298; S. cerevisiae fusion-defective mutant growth rescue, CellTiterGlo 48 h; 320,000 compounds, 0.23% hits;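 further: potency means the concentration at half of the fitted maximal effect; % of control where 0% means no effect; nearly all actives have a fitted effect of over 45% in size; temperature-sensitive fusion mutants such as fzo1-1 at 37 °C on non-fermentable ethanol glycerol medium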
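S. cerevisiae fusion-defective temperature-sensitive mutants (e.g. fzo1-1, mgm1-5) grown 48 h at 37C in YPEG (ethanol/glycerol non-fermentable) medium with 23 nl compound per well; growth rescue read as CellTiterGlo luminescence.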
Menin MLL FP TR – displaces Texas Red mutant MLL peptide from human menin | Menin + Texas Red MLL mutant peptide, fluorescence polarization | AID 1768 | O00255 | Potency, µM (highest dose often 61.6 µM), without a hit: at the top dose FP activity change, negative = inhibition, hits mostly inhibitors | 270,000 compounds, 0.23% hits; active means well fitted inhibition curve with a large enough effect in the polarisation, with a control signal flat, not every such curve was filed as active; inconclusive means small, poorly fitted or top-dose-only effect, or effect the other way, or a change in a side signal; inactive means no such curve, though single readings can be large or run the other way; the % refers to the polarisation; further: potency means the concentration at half of the fitted maximal effect; % of control where 0% means no effect; many of its hits are not listed in these tables
MLL CXXC-DNA inh – inhibitors of human MLL CXXC domain-DNA interaction; AID 2662; 290,000 compounds, 0.037% hits; Potency, µM (highest dose often 115 µM), for the others: at the top dose activity change, negative = inhibition, actives largely listed as inhibitors; MLL-CXXC / FITC-HOXA9 DNA fluorescence polarization; active means well fitted inhibition curve with a large enough effect in the polarisation, with a control signal flat, not every such curve was filed as active; inconclusive means small, poorly fitted or top-dose-only effect, or effect the other way, or a change in a side signal; inactive means no such curve, though single readings can be large or run the other way; the % refers to the polarisation; further: potency means the concentration at half of the fitted maximal effect
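Fluorescence polarization: 7 uM MLL-CXXC (stock) preincubated 5 min with compounds, then 50 nM fluorescein-HOX-A9 DNA (stock) added; 30 min ambient. Buffer 50 mM Tris-HCl pH 7.5, 50 mM NaCl, 1 mM DTT, 0.05% BSA.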
Starred values were filed as active, the others as inactive; ? = inconclusive; nt = not tested or not shown; [ ] = remark or other dose. Unless noted, the call rests on the fitted dose curve; in most records, active means well fitted curve in the direction sought with a large enough effect; inconclusive means small, poorly fitted or top-dose-only effect, or another doubt; inactive means no such curve, though single readings can be large; an effect the other way counts as inactive or inconclusive. A portion of the library; the hit share may differ from the screen's.

SMILES	TCR activator	MBNL1-CUG inh	a7 integrin act	TSHR antag	A-T KAP1 phos	PTAP TSG101 blk	ASM inhibitor	Mito fusion yeast	Menin MLL FP TR	MLL CXXC-DNA inh
COc1ccc(C(=O)N2CCCC(Nc3ccc(C)c(C)c3)C2)c(OC)n1 (configuration not stated)	-1%	-2%	-4%	4	-2%	nt	-3%	2%	-23%	1%
CCN(CC)c1ccc2c(C)c(-c3ccc(N)cc3)c(=O)oc2c1	-2%	24%	-24%	-9	7%	-7%	308%[activator]	?	-19%	19%
O=Cc1c(Sc2ccccc2)nc2ccccn2c1=O	-13%	?	-48%[inhibitor]	-10	nt	-6%	-2%	4%	5%	-5%
CCOc1ccc(C(=O)OC2CCCN(C)C2)cc1 (configuration not stated)	-3%	5%	-12%	4	2%	-5%	2%	-1%	16%	-2%
Cc1nn(C)cc1S(=O)(=O)NC1CCCC1	11%	-2%	5%	4	-2%	0%	-3%	0%	3%	35%
CCc1nnc(NC(=O)CSc2ncc(-c3ccccc3)[nH]2)s1	0%	-4%	-16%	7	0%	-1%	-1%	6%	2%	0%
Cc1c(Cl)cccc1NC(=O)CN1CCC(NC(=O)C2CCCCC2)CC1	-1%	-9%	-2%	3	0%	-14%	-1%	-1%	-9%	7%
CCCCn1c(N)c(Sc2ccc(C)cc2)c(=O)[nH]c1=O	2%	1%	11%	4	12%	-2%	-1%	3%	-9%	4%
COc1ccc(S(=O)(=O)NCCOc2cccc3cccnc23)cc1OC	5%	2%	-13%	-6	-5%	-8%	-1%	-3%	-8%	9%
CC(C)C/C(O)=C/c1nc2cc(Cl)ccc2oc1=O	1%[46.1 µM]	-5%	-53%[inhibitor]	7	13%	-1%	0%	1%	0%	0%
CCc1cc(C(=O)O)c(NC(=O)/C=C/c2ccc(OC)cc2)s1	2%	?	0%	-12	15%	-2%	3%	20%	nt	-28%
CN(Cc1ccccc1)C(=O)c1cccc(NC(=O)Cc2ccc(NC(=O)C3CCCN(C(=O)C4CCCCC4)C3)cc2)c1 (configuration not stated)	-9%	nt	-20%	nt	nt	-2%	-4%	nt	nt	nt
CSc1nnc(CCNS(=O)(=O)c2ccc(Br)cc2)n1C	3%	-6%	-11%	-7	2%	-4%	1%	-2%	19%	3%
CC1CCCN(C(=O)c2cccc(S(=O)(=O)N3CCCc4ccccc43)c2)C1 (configuration not stated)	-3%	nt	-21%	-9	4%	0%	4%	12%	nt	nt
CC(=O)c1cc(C(=O)N2CCc3c([nH]c4ccccc34)C2C2CCCCC2)[nH]n1 (configuration not stated)	3%	1%	?	-7	-1%	1%	5%	0%	17%	-7%

Whole records, quoted from the list. Values in the order: TCR activator	MBNL1-CUG inh	a7 integrin act	TSHR antag	A-T KAP1 phos	PTAP TSG101 blk	ASM inhibitor	Mito fusion yeast	Menin MLL FP TR	MLL CXXC-DNA inh
`CC(C)C/C(O)=C/c1nc2cc(Cl)ccc2oc1=O` in the list: 1%[46.1 µM]	-5%	-53%[inhibitor]	7	13%	-1%	0%	1%	0%	0%
`O=Cc1c(Sc2ccccc2)nc2ccccn2c1=O` in the list: -13%	?	-48%[inhibitor]	-10	nt	-6%	-2%	4%	5%	-5%
`CCc1cc(C(=O)O)c(NC(=O)/C=C/c2ccc(OC)cc2)s1` in the list: 2%	?	0%	-12	15%	-2%	3%	20%	nt	-28%
`Cc1nn(C)cc1S(=O)(=O)NC1CCCC1` in the list: 11%	-2%	5%	4	-2%	0%	-3%	0%	3%	35%

(continued)
SMILES	TCR activator	MBNL1-CUG inh	a7 integrin act	TSHR antag	A-T KAP1 phos	PTAP TSG101 blk	ASM inhibitor	Mito fusion yeast	Menin MLL FP TR	MLL CXXC-DNA inh
COc1ccc(-c2c(C)c3ccc(O)cc3oc2=O)cc1OC	-43%	?	4%	9	5%	0%	26%	9%	14%	-3%
CC(C)c1ccc(-c2nc(N3CCOCC3)[nH]c(=O)c2C#N)cc1	-1%	3%	-16%	0	3%	0%	0%	-3%	1%	3%
CC1(C)CC(=O)C2=C(C1)OC(N)=C(C#N)C2c1ccccc1OC(=O)N1CCOCC1 (configuration not stated)	3%	-10%	-27%	-2	2%	0%	2%	0%	-5%	-1%
O=C(NCC1CCCO1)C(c1cccs1)N(C(=O)c1ccc(-c2ccccc2)[nH]1)C1CCCC1 (configuration not stated)	3%	nt	-21%	-2	-5%	2%	-14%	21%	-21%	11%
Cc1noc(C)c1C(=O)OCC(=O)C12CC3CC(CC(C3)C1)C2	-1%	-9%	22%	2	8%	0%	0%	-1%	5%	25%
CSc1ccccc1NC(=O)CCn1c(=O)sc2ccccc21	2%	-18%	4%	2	7%	-3%	5%	1%	-2%	1%
C/C(=N\O)c1ccc2c(c1)OCCO2	3%	4%	8%	1	-2%	-1%	-5%	3%	-3%	-1%
N#CC(Sc1ccccn1)c1ccc(Cl)cc1 (configuration not stated)	4%	?	20%	-9	3%	-7%	73%[activator]	?	6%	-2%
COC(=O)[C@@H]1[C@H](CCc2ccccc2)NC(=O)N(Cc2ccccc2)[C@@H]1C	2%	nt	8%	nt	nt	3%	1%	nt	-13%[11.7 µM]	nt
CCOC(=O)C1CCN(c2c(NCc3ccc(C(=O)NCCOC)cc3)c(=O)c2=O)CC1	0%	0%	-3%	7	0%	-4%	0%	3%	12%	-7%
CCCCCCCCCC[n+]1cccc(C(=O)N(CC)CC)c1	2%[46.1 µM]	nt	-58%[inhibitor]	6	1%	-3%	-3%	-6%	-4%	-13%
Cc1cc(C)n(-c2ccc3nnc(C)n3n2)n1	2%	6%	13%	-8	8%	0%	1%	0%	nt	-6%
Cc1ccn2c(CNC(C)c3cn(C)nc3C)c(C(=O)N3CCCCCC3)nc2c1 (configuration not stated)	-3%	-5%	3%	0	18%	0%	12%	-2%	nt	5%
CCC(C)(C)n1nnnc1C(c1ccc2ncccc2c1)N1CCN2CCCC2C1 (configuration not stated)	0%	1%	7%	2	3%	-2%	2%	1%	2%	7%
CNS(=O)(=O)c1cn(CC(=O)N(C)Cc2ccccc2)cc1S(=O)(=O)NC	7%	-2%	6%	2	6%	-1%	3%	1%	-14%	9%
Cn1c(CCNC(=O)c2ccco2)nc2cc([N+](=O)[O-])ccc21	0%	?	3%	-7	7%	2%	0%	-1%	nt	-3%
COc1ccc(-c2nnn(Cc3nc(N)nc(N4CCOCC4)n3)n2)cc1OC	4%	2%	-37%	6	7%	-7%	1%	-3%	-20%	2%
S=C(NCCCc1ccccc1)NCc1ccccc1	1%	-1%	-24%	13	24%	0%	-1%	-8%	nt	1%
Cc1ccc(-n2ncc3c(=O)[nH]c(SCC(=O)N4CCN(c5ccccc5)CC4)nc32)cc1	0%[46.1 µM]	?	2%	0	-1%	-3%	0%	-2%	-11%	-2%
COCC(=O)NNS(=O)(=O)c1ccccc1[N+](=O)[O-]	0%[46.1 µM]	nt	-29%	6	-9%	-1%	2%	-4%	12%	6%
CCCCOc1ccc(C(=O)NCC(=O)NCC(c2ccc(OC)cc2)N2CCCC2)cc1 (configuration not stated)	-7%	nt	-36%	4	-2%	-1%	1%	-1%	nt	nt
O=C(Cn1c(=O)oc2ccccc21)NCC1COc2ccccc2O1 (configuration not stated)	3%	-1%	-3%	4	12%	-5%	2%	5%	0%	?
Cc1cc(NC(=O)c2ccc(Br)c([N+](=O)[O-])c2)no1	0%	18%	-31%	-10	-1%	2%	-1%	4%	-1%	14%
CCC(CC)C(=O)Nc1cc(C)cc(C)c1	-8%	-5%	-18%	11	5%	-1%	0%	2%	-10%	0%
CCOc1nc(Oc2cccc(C(=O)O)c2)nc(Oc2cccc(C(=O)O)c2)n1	0%	4%	15%	-4	12%	-4%	-1%	-2%	-2%	0%
NC(=O)c1oc2ccccc2c1NC(=O)C1CC(=O)N(c2ccccc2)C1 (configuration not stated)	0%	nt	1%	-6	11%	-1%	-1%	1%	nt	nt
